Screens (PubChem BioAssay)
IMPase cell inh: qHTS Assay for Identifying the Cell-Membrane Permeable IMPase Inhibitors | Inositol monophosphatase 1 (Rattus norvegicus), P97697 | 120,000 tested, under 10 active | inhibition (IP1 accumulation), % at 46.1 µM | CHO-M1 cells, IP1 accumulation, HTRF TR-FRET ratio; active = well fitted curve in the direction sought with a large enough effect in the signal ratio, not every such curve was filed as active; inconclusive = small, poorly fitted or top-dose-only effect, or a change in a side signal; inactive = no such curve, though single readings can be large or run the other way; the % refers to the signal ratio;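 also: cells stimulated with carbachol in lithium chloride buffer; plate controls were DMSO basal wells for no effect and reference inhibitor wells for full effect; higher means more IMPase inhibition seen as more IP1 and lower FRET ratio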
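In this qHTS, compounds (final up to 46 uM) act on CHO-M1 cells that are then activated through the M1 receptor with carbachol, in pH 7.4 buffer containing 50 mM LiCl, for 30 min. IP1 accumulation is quantified by the IP-One immunoassay.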
Calls only. An excerpt; count on the stated rates, not on these rows.

Results for Cc1c(Cl)cccc1NC(=O)Cn1cc(C(=O)C2CCCCC2)c2ccccc21 ?
IMPase cell inh: inconclusive
